Bioassay records as filed in PubChem BioAssay.
ABCG2 inh: inhibitors of human ABCG2 transporter, ABCB1 counter-screen; IgMXP3 cells, JC-1 efflux, flow cytometry; inhibition, % at 6.6 µM; actives 0.1% (n = 190,000);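 active means inhibition above 80%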;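 further: 0% = DMSO and 100% = nicardipine control wells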
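Incubation: cells with compound and JC-1, 10 min at 25 °C, rotating, no wash / Test system: IgMXP3 (ABCG2) plus far-red-tagged CCRF-Adr (ABCB1) cells / Compound dosing: one concentration, 6.6 µM final / Also added: JC-1 fluorescent substrate / Evaluation: efflux inhibition in percent versus controls / Detection: flow cytometry, 530 nm JC-1 signal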
Bcl-XL Bim block: inhibitors of Bim-Bcl-XL interaction, human; AID 1007; inhibition, % at 10 µM; Q07817; Bim peptide-Bcl-XL binding, bead flow cytometry, fluorescence; actives 0.04% (n = 190,000)
Bim-Bcl-2: human Bim-Bcl-2 interaction inhibition. P10415. Bead-based flow cytometry, Bim peptide-Bcl-2 binding. inhibition, % at 10 µM. actives 0.06% (n = 190,000); in the data active means inhibition above about 40%; inconclusive means no clear call, values can overlap the other calls;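 further: 0% = no compound wells with probe peptide and 100% = reference peptide inhibitor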
Target sequence (P10415 whole entry, looked up): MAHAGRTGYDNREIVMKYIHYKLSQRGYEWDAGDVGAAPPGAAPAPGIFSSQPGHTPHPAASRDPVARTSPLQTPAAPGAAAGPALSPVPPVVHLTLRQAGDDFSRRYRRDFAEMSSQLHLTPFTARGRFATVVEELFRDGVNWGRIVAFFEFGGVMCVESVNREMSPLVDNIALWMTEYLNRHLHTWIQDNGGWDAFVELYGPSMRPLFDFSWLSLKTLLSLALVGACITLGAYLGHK
RGS4-Gao reg: modulates binding of RGS4 to human Galphao; binding response (% of control), % at 10 µM; actives 0.33% (n = 220,000); AID 1415; Multiplexed bead flow cytometry; actives lie on both sides; in the data active means binding response below about 49% or above about 150%; inactive means in between;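 further: fluorescent Galphao activated with aluminum fluoride binding bead-coupled RGS4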
Target sequence (P09471 whole entry, looked up): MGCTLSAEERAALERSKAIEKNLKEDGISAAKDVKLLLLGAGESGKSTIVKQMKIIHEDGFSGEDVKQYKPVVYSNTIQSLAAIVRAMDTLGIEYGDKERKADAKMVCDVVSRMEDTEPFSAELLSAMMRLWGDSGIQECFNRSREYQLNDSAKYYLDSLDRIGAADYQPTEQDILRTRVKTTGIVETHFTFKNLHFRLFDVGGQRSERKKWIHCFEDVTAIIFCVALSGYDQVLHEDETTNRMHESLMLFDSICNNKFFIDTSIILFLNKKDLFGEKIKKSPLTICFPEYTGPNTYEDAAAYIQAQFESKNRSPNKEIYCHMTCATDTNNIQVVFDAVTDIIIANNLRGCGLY
Bcl-W Bim block: disrupts Bim peptide binding to human Bcl-W. actives 0.02% (n = 190,000). bead-based flow cytometry. inhibition, % at 10 µM. AID 952. Q92843;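 further: 0% = bound tracer without compound and 100% = peptide blocker; higher means less fluorescent Bim peptide bound to Bcl-W beads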
Target sequence (Q92843 whole entry, looked up): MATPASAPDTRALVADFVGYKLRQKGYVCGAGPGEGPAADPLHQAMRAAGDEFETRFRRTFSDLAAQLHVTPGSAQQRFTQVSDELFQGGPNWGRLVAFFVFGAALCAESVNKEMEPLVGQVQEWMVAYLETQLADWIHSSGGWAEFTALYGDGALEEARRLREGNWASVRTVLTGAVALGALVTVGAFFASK
RGS7-Gao: regulators of human RGS7-Galphao interaction. actives 0.35% (n = 220,000). binding response (% of control), % at 10 µM. Multiplexed bead flow cytometry, RGS7-Galphao binding; actives lie on both sides; in the data active means binding response below about 49% or above about 150%; inconclusive means no clear call, values can overlap the other calls; inactive means in between;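 further: fluorescent Galphao held in activated GDP-AlF4 state binding bead-coupled RGS7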
Avidin bead fluor: avidin bead compound fluorescence profile. Avidin beads, compound fluorescence 488/530 nm, flow cytometry; active compounds read high. actives 0.38% (n = 220,000). fluorescence (KMESF) at 10 µM; in the data active means fluorescence above about 47; further: inactives centre near 10
GSH fluor: GSH bead compound fluorescence profile; GSH beads flow cytometry, compound fluorescence 488/530 nm; active compounds read high; actives 0.25% (n = 190,000); AID 1776; fluorescence (KMESF) at 10 µM; in the data active means fluorescence above about 89;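 further: glutathione beads carrying GST-tagged Bcl family fusion proteins plus one bare bead set; values are compound well signal with DMSO vehicle wells as background; inactives centre near 16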
Bim-Bfl-1: human Bim-Bfl-1 interaction inhibition; Bead-based flow cytometry, Bim-Bfl-1 binding inhibition; inhibition, % at 10 µM; actives 0.12% (n = 190,000); AID 1008;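 further: 0% = wells without compound plus tracer and 100% = blocker peptide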
Bcl-B Bim block: inhibitors of Bim-Bcl-B interaction, human | bead-based flow cytometry, Bim peptide-Bcl-B binding | Q9HD36 | actives 0.073% (n = 190,000) | inhibition, % at 10 µM;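 further: 0% = tracer peptide without compound and 100% = reference inhibitor peptide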
Target sequence (Q9HD36 whole entry, looked up): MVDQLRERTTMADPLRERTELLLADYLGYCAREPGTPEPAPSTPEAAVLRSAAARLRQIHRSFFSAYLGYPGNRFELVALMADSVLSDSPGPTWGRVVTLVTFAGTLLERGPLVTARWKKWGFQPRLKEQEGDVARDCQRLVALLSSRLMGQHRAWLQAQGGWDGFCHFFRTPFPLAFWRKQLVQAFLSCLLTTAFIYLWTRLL
ABCB1 block: human ABCB1 inhibition, ABCG2 as counter-screen | P08183 | CCRF-Adr cells, JC-1 efflux, flow cytometry | inhibition, % at 6.6 µM | actives 0.067% (n = 190,000); in the data active means inhibition above about 40%;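 further: 0% = vehicle and 100% = reference inhibitor; higher value means more JC-1 retained so stronger ABCB1 efflux block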
Active calls of the source: *; ? = inconclusive; . = not tested or not shown. Unless noted, no stated cut-off is given here; in the data, active means inhibition above about 40%. An unsorted share of the library; 1.3% or so of the library scored in one or more.

SMILES	ABCG2 inh	Bcl-XL Bim block	Bim-Bcl-2	RGS4-Gao reg	Bcl-W Bim block	RGS7-Gao	Avidin bead fluor	GSH fluor	Bim-Bfl-1	Bcl-B Bim block	ABCB1 block
CCC1(C)OCC(Cn2c3ccccc3c3ccccc32)O1 (stereo unspecified)	0	-12	-11	89	-11	94	4	23	-9	-18	0.3
Cc1[nH]nc(N=CC2=C(O)CC(C)(C)CC2=O)c1-c1ccccc1	2	-2	-4	102	0	99	34	10	-1	-1	0.6
Cc1nn(CCC(=O)NNC(=S)Nc2ccc(F)cc2)c(C)c1[N+](=O)[O-]	-1	-6	-3	98	-6	101	8	25	1	-14	-0.4
CS(=O)(=O)NN1C(=O)c2ccccc2NC1c1cc2ccccc2nc1Cl (stereo unspecified)	1	0	-2	98	-1	95	12	9	-16	-5	0.3
CCOCCCNCc1cccc(OC)c1	1	-2	0	100	-2	99	12	16	-1	-2	0.2
CCC1=NN(C(=O)C(=O)Nc2ccccc2OC)C(O)(C(F)(F)F)C1 (stereo unspecified)	11	10	-3	99	0	96	10	30	-10	-4	0.9
CCCNC(=O)c1cc(-c2ccco2)on1	5	-10	-11	100	-3	102	33	26	-23	-9	0.3
COc1ccccc1NC(=O)COc1ccc(Br)cc1CNC1CCCC1	10	-3	0	102	0	?	9	20	-3	-2	2.2
CC(C)CCN1CCNC(=O)C1CC(=O)Nc1ccc(F)cc1 (stereo unspecified)	1	-4	-4	99	-2	98	10	16	-2	0	0.4
COc1ccc(C2=NN(C(C#N)c3ccc(OC)c(OC)c3)C(c3ccccc3)C2)cc1 (stereo unspecified)	12	-1	-1	101	0	100	9	43	-1	-3	2.4
CCCCCn1c(SCC(=O)CC(=O)OCC)nc2cc(C(=O)N3CCC(C(N)=O)CC3)ccc2c1=O	1	-3	0	98	-4	97	10	16	-6	-7	-0.1
CCCCOc1ccc(CNC(=O)NS(=O)(=O)c2ccc(OCC)cc2)cc1	1	-8	-6	100	-5	97	8	35	-4	-1	1.3
CCOc1ccc2nc(SCC(=O)Nc3cccc(S(=O)(=O)NC4=NCCCCC4)c3)[nH]c2c1	-4	-7	-3	100	-4	?	11	14	0	-6	-0.2
CC1=C(C(=O)OCC2CCCO2)C(c2ccccc2)NC(=O)N1 (stereo unspecified)	2	0	-4	101	7	97	6	6	-9	-4	0.4
Cn1c(=O)c2c(nc(SCC(=O)NCc3ccc4c(c3)OCO4)n2Cc2ccccc2)n(C)c1=O	4	-6	-7	102	0	113	34	22	-7	-9	2.9
CCC(NC(=O)CCc1ccccc1)c1ccccc1 (stereo unspecified)	1	-1	-2	97	-4	?	9	18	-4	-3	0.1
O=C(NCc1ccco1)C(=O)NCC1OCCN1S(=O)(=O)c1ccc(Br)cc1 (stereo unspecified)	4	-3	-2	104	0	105	14	9	-3	-1	1.1
CCOC(=O)N1CCN(CC(=O)Nc2ccc(F)c(F)c2)CC1	3	-2	0	106	0	102	5	21	-4	-3	0.6
CCOC(=O)COc1cc2c(C(=O)OCC)c(C)oc2cc1Br	2	1	-4	107	0	102	38	13	-2	-4	0.4
O=C(NCC1CCCO1)c1cc2ccccc2[nH]1 (stereo unspecified)	61	-4	-12	104	0	106	29	23	-16	-3	0.7
CCC(CC)C1C(C#N)=C(N)Oc2n[nH]c(-c3ccccc3)c21 (stereo unspecified)	.	-2	0	103	3	99	4	17	-12	-10	.
COc1cccc(-n2c(SCC(=O)NC(C)(C)C)nnc2-c2ccoc2C)c1	0	-6	-7	88	1	86	10	14	-9	-3	1.4
Cc1ccc(-c2nc3ccccc3s2)cc1NC(=S)NC(=O)/C=C/c1ccco1	1	-3	-1	94	-3	98	11	23	-2	-3	0.5
Cc1ccc(NC(=S)N2CCn3cccc3C2c2cccnc2)cc1 (stereo unspecified)	15	-4	-1	98	-1	99	9	10	-1	18	0.2
CCOC(=O)c1[nH]c2ccccc2c1NC(=S)Nc1ccccc1C	25	-8	-1	98	-7	100	7	13	-1	-9	0.7
Cc1ccc(C(=O)c2cncc(Br)c2)cc1	0	-2	-1	104	-2	100	8	10	-1	0	0.1
O=C(O)c1ccccc1CSc1nc2ccccc2o1	2	-4	-2	100	-5	97	12	24	-1	-5	0.4
COc1ccc(NC(=O)c2ccco2)cc1NC(=O)c1ccc(C)cc1	0	-1	-3	97	-3	94	12	25	0	-4	-0.1
Cc1cccc(C2c3[nH]c4ccccc4c3CCN2C(=O)c2cn(C)c3ccccc3c2=O)n1 (stereo unspecified)	13	-1	-2	98	-2	99	11	12	-6	-14	2.6
O=C(NCC1COCCO1)C1CCN(S(=O)(=O)c2ccccc2)CC1 (stereo unspecified)	1	-18	-3	98	2	96	5	49	-10	-7	0.6
COC(=O)C1=C(C)OC(N)=C(C#N)C1c1c(C)nn(C)c1C (stereo unspecified)	5	-4	0	102	-1	102	13	20	0	-2	1.8
CC(C)Oc1ccc(C(CC(=O)O)NC(=O)c2cccs2)cc1 (stereo unspecified)	1	0	-9	.	0	.	.	30	-13	-6	0.1
COc1ccc(C)cc1NC(=O)COC(=O)C1CC1	.	0	-2	100	0	98	4	17	-12	-4	.
CCC(C)NC(=O)C(Sc1ccccc1)c1ccccc1 (stereo unspecified)	6	-1	-2	99	-3	101	16	26	-3	-1	1.0
O=C(Cn1nc(C(F)F)cc1C(F)F)NNC(=S)Nc1ccc(F)cc1	1	3	-15	103	-3	105	3	27	-9	-30	0.1
Cc1ccc(CNC(=O)/C(C#N)=C/c2ccc(C)s2)cc1	2	-1	-2	94	-1	93	8	28	-2	-3	0.2
COc1ccc(OC)c(S(=O)(=O)NCCc2ccccc2)c1	7	-2	-6	101	0	102	13	36	-12	-4	0.8
CCOc1ccccc1N(C(=O)Nc1ccc(Cl)cc1)C1=NC(C)CS1 (stereo unspecified)	13	-11	-8	101	-7	110	19	11	-8	-12	0.2
COCCCn1c(SCc2nnc(-c3ccc(OC)c(OC)c3)o2)nnc1-c1ccncc1	1	-2	-3	99	-3	101	5	29	-3	-9	0.5
O=c1oc2ccccc2c(N2CCCCC2)c1CN1CCCC1	1	0	9	101	-1	100	15	19	-2	4	0.3
CCCCCCCc1nn2c(=O)cc(O)nc2s1	4	-8	-9	98	-5	97	22	10	-7	-4	-0.3
O=C(NCC1CCCO1)/C(=C/c1ccc(Cl)cc1)NC(=O)c1ccccc1 (stereo unspecified)	2	-8	-5	103	-5	97	13	20	-7	-11	0.1
O=C(CSc1nc2ccccc2o1)Nc1nc2ccccc2s1	0	5	2	99	2	98	35	13	-2	3	0.0
CCCCN(CC)C(=O)Cc1ccccc1OC	2	-1	-3	100	-5	99	15	28	-2	-4	0.6
CCN(CC)CCNCc1cc(Br)ccc1OCC(=O)NCc1ccccc1	0	-4	0	105	-2	?	9	20	-4	-1	0.0

Record cards, as listed above. Values in the order: ABCG2 inh	Bcl-XL Bim block	Bim-Bcl-2	RGS4-Gao reg	Bcl-W Bim block	RGS7-Gao	Avidin bead fluor	GSH fluor	Bim-Bfl-1	Bcl-B Bim block	ABCB1 block
`CCC(C)NC(=O)C(Sc1ccccc1)c1ccccc1` (stereo unspecified) as listed: 6	-1	-2	99	-3	101	16	26	-3	-1	1.0
`COc1ccc(OC)c(S(=O)(=O)NCCc2ccccc2)c1` as listed: 7	-2	-6	101	0	102	13	36	-12	-4	0.8
`CCOc1ccccc1N(C(=O)Nc1ccc(Cl)cc1)C1=NC(C)CS1` (stereo unspecified) as listed: 13	-11	-8	101	-7	110	19	11	-8	-12	0.2
`CCCCN(CC)C(=O)Cc1ccccc1OC` as listed: 2	-1	-3	100	-5	99	15	28	-2	-4	0.6
`COC(=O)C1=C(C)OC(N)=C(C#N)C1c1c(C)nn(C)c1C` (stereo unspecified) as listed: 5	-4	0	102	-1	102	13	20	0	-2	1.8

The list goes on.
SMILES	ABCG2 inh	Bcl-XL Bim block	Bim-Bcl-2	RGS4-Gao reg	Bcl-W Bim block	RGS7-Gao	Avidin bead fluor	GSH fluor	Bim-Bfl-1	Bcl-B Bim block	ABCB1 block
Cc1ccc(-c2ccc(=O)n(CC(=O)NCCCN3CCCCC3)n2)cc1	5	-7	-9	101	-2	101	12	29	-16	-5	1.6
CC(=O)Nc1ccc(-c2nnn(CC(=O)Nc3ccc4c(c3)OCO4)n2)cc1Cl	1	-5	-3	99	-6	?	10	11	-3	-5	0.2
Cc1ccc2nc(NC(=O)c3ccc(N4C(=O)CCC4=O)cc3)sc2c1	0	3	4	100	5	100	15	10	9	-2	-0.2
O=C(NCc1cccnc1)Nc1ccccc1	1	-2	-4	105	-1	106	11	26	-7	-6	0.3
C/C(=N\Nc1cc(C)nc(-c2ccccc2O)n1)c1ccccc1	0	0	2	104	2	104	16	10	2	3	0.2
Cc1cccc(NC(=S)NNC(=O)c2sccc2C)c1	-1	-10	-14	100	-3	106	6	26	-9	-38	-0.4
CC(C)C(c1nnnn1C1CCCCC1)N1CCc2ccccc2C1 (stereo unspecified)	7	-3	-7	99	-2	100	12	13	-17	-6	0.6
CCCCN1C(=O)CC(Sc2ccccc2C(=O)O)C1=O (stereo unspecified)	0	0	-5	99	0	93	7	20	-2	-1	-0.2
CCCCNC(=O)C1c2ccccc2Oc2ccccc21	1	-2	-1	97	-3	98	10	14	-7	-6	0.3
COc1cccc(C(=O)CSc2nc3cccnc3n2C)c1	-1	-7	-4	99	-6	102	5	14	0	-4	-0.1
Cc1ccc(OCCn2ccc(=O)[nH]c2=O)cc1C	1	-6	-6	101	0	102	9	53	-13	-4	0.5
Clc1ccc(C2=NNC(=NCc3ccc4c(c3)OCO4)SC2)cc1	3	-6	-5	102	-5	107	20	15	-1	-12	0.4
COc1cccc(/C(O)=C/c2nc3ccc(C(=O)NCCc4ccc(Cl)cc4)cc3[nH]c2=O)c1	-7	-7	-6	101	-3	103	9	22	-9	-17	-1.7
Cc1ccnc(NS(=O)(=O)c2ccc(N3C(=O)c4ccccc4C3=O)cc2)n1	34	-6	-5	99	-5	98	9	11	0	0	0.7
CC1CCN(C(=S)Nc2ccc(SC(F)F)cc2)CC1	14	-2	2	105	-1	108	15	4	0	4	0.7
O=C(c1cccs1)N1CCC(N2CCN(c3ccccc3)CC2)CC1	1	0	-12	102	0	100	15	34	-14	-8	0.9
COC(=O)Cc1c(O)ccn(Cc2ccc3c(c2)OCO3)c1=O	2	-2	-4	98	0	91	7	19	-4	-4	0.2
Cc1ccc(CNC(=O)c2ccc(NC(=O)CCS(=O)(=O)c3cccs3)cc2)cc1	2	-4	-12	114	0	112	16	26	-20	-8	-0.3
O=C(c1ccc2ccccc2n1)N1CCN(c2ccccc2)CC1	0	1	0	100	-1	100	38	17	0	0	0.3
O=C(N/N=C/c1ccc(Br)s1)c1c[nH]c2ccccc12	-1	-7	-4	99	-5	100	2	9	-1	-7	-0.5
COCCN(C(=O)C(C)C)c1nnc(-c2ccc(C)cc2)s1	5	-1	-1	85	-1	86	13	10	0	0	0.5
CCCCSCc1ccc(C(=O)O)o1	4	-3	9	90	-6	91	5	131*	2	-5	0.4
COC(=O)c1ccc(NC(=O)CSc2nnc(COc3ccc4c(c3)CCCC4)o2)cc1	2	-5	-14	99	3	103	12	11	-9	-12	0.6
